# TDP2 absorb: human TDP2 enzyme inhibitors, primary screen, biochemical, epi absorbance, recombinant enzyme | AID 720702, 2013 | hit rate 0.34% among 370,000 | T5PNP hydrolysis, p-nitrophenol absorbance 415 nm | inhibition, % at 12.8 µM | Tyrosyl-DNA phosphodiesterase 2 (Homo sapiens), O95551;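 active = inhibition above the mean of all tested compounds plus 3 SD, set per campaign, cut at about 25% in these data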;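 note: 0% = DMSO with enzyme and 100% = buffer with substrate but no TDP2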
# Target sequence (O95551 whole entry, looked up): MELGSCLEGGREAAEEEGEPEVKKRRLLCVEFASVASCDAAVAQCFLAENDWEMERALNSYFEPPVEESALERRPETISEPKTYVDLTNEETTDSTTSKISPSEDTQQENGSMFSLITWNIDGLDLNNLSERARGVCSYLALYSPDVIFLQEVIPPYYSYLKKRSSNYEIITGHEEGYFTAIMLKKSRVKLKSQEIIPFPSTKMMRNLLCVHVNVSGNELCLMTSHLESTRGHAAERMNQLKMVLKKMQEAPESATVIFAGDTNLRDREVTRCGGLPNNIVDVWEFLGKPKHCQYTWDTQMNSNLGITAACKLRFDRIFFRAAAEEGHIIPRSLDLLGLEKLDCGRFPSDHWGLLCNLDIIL
#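 System – recombinant human TDP2 · Quantity – TDP2 enzyme at 120 nM final · Doses – single concentration, 12.8 µM nominal, with 1% DMSO · Incubation – 2 h at 37 °C · Measured by – epi absorbance of p-nitrophenol freed from T5PNP by hydrolysis · Read-out – % inhibition relative to enzyme-containing and enzyme-free wells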
# TCR-CD3 inh: inhibitors of human TCR-CD3 interaction, primary screen, biochemical, fluorescence, TAMRA-labeled TCR probe; inhibition, % at 9.4 µM; hit rate 0.37% among 360,000; AID 651800, 2012; T-cell receptor (TCR); in the data active = inhibition above about 19%;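 note: recombinant mutant TCR 2C K166C tagged with TAMRA read by polarization; 0% = receptor in buffer alone and 100% = receptor with positive control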
# proKLK7 act: proKLK7 zymogen activators, primary screen, biochemical, fluorescence intensity; hit rate 0.9% among 370,000; activation, % at 7 µM; Kallikrein-7 (Homo sapiens), P49862; purified proKLK7, EDANS-DABCYL substrate fluorescence; 100% is mature enzyme control, 0% vehicle;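 active = activation above the mean of all tested compounds plus 3 SD, computed per campaign excluding outliers beyond control limits, cut at about 13% in these data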
# Target sequence (P49862 whole entry, looked up): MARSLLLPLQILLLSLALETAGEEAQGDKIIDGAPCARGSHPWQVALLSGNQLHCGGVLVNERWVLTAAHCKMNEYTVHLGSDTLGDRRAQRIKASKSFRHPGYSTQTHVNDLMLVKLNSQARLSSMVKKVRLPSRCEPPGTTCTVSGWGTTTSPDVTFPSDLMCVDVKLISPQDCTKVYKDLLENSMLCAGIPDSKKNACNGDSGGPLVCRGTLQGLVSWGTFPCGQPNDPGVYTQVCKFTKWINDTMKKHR
# Tn6 DDE FP: inhibitors of Tn6 peptide binding to fibrin DD(E), primary screen, biochemical, fluorescence polarization, human fibrin, Tn6 probe; hit rate 0.21% among 370,000; Fibrin DD(E) TRITC-Tn6 fluorescence polarization displacement; AID 720509, 2013; Fibrinogen beta chain (Homo sapiens), P02675; inhibition, % at 8.3 µM;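 active = inhibition above a per-campaign cutoff: mean of compounds within control limits plus 3 SD, cut at about 15% in these data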;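 note: 0% = median of all compound wells on the plate and 100% = blocking peptide control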
# SIAE inh: human SIAE inhibitors, primary screen, biochemical, fluorescence polarization, FP-Rh probe, 1536-well HTS. hit rate 0.69% among 370,000. Sialate O-acetylesterase (Homo sapiens), Q9HAT2. AID 1053197, 2014. SIAE FP-Rh probe binding. inhibition, % at 9.66 µM;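 active = inhibition above a cutoff: mean of compounds within the control limits plus 3 SD of those, cut at about 17% in these data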;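 note: 0% = plate median of compound wells and 100% = probe without SIAE protein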
# Tn7 DDE FP: inhibitors of Tn7 peptide binding to fibrin DD(E), primary screen, biochemical, fluorescence polarization, human fibrin, Tn7 probe; FP displacement of FITC-Tn7 peptide from fibrin DD(E); 0% = median of compound wells per plate; inhibition, % at 8.3 µM; hit rate 0.13% among 370,000; AID 720508, 2013;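 active = inhibition above the mean of compounds falling within the control limits plus 3 SD of them, cut at about 14% in these data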;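 note: 0% = plate median of compound wells and 100% = 10 µM Aha-Tn7 peptide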
#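 Test system – human fibrin DD(E) · Times – 10 min preincubation, 3 h with tracer, room temperature · Detection – fluorescence polarization of the labelled Tn7 tracer · Measure – percent inhibition normalized to high-control wells · Benchmarks – high control wells with 10 µM unlabelled Aha-Tn7 peptide (full inhibition) · Repeats – singlicate testing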
# PRMT1 FP inh: PRMT1 methyltransferase inhibitors, primary screen, biochemical, fluorescence polarization | Protein arginine N-methyltransferase 1 (Homo sapiens), Q99873 | recombinant PRMT1, activity-based probe fluorescence polarization | inhibition, % at 2.79 µM | hit rate 1.3% among 370,000 | AID 652257, 2013;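 active = inhibition above about 21% made by adding two undisclosed values, limit read from the data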
# Target sequence (Q99873 whole entry, looked up): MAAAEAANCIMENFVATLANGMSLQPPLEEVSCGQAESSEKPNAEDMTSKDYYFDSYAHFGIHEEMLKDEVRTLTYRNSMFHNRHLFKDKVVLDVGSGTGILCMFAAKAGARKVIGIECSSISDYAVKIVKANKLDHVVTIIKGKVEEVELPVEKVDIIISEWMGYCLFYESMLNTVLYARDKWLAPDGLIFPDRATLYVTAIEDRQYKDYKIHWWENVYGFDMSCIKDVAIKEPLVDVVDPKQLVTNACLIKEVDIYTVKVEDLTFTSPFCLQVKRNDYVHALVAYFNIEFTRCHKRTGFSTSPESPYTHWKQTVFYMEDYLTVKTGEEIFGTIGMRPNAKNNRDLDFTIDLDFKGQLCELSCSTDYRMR
# LEDGF integ inh: blockers of LEDGF/p75-dependent integrase strand transfer – biochemical, TR-FRET, high throughput, primary screen | TR-FRET IN-LEDGF/p75 DNA integration, Eu/Cy5 | inhibition, % at 3.7 µM | hit rate 0.64% among 370,000 | AID 743269, 2014;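 active = inhibition above the screen-wide mean plus 3 SD, cut at about 13% in these data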;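 note: signal is the Cy5 over europium emission ratio at 671 and 618 nm; 0% = plate median of compound wells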
# UHRF1 binding: UHRF1 methylated DNA binding inhibitors, primary screen, counter-screen for MBD2 inhibitor project, biochemical, TR-FRET, human UHRF1, single concentration. AID 687016, 2013. inhibition, % at 4.4 µM. E3 ubiquitin-protein ligase UHRF1 (Homo sapiens), Q96T88. UHRF1 binding to methylated oligo. hit rate 0.75% among 370,000; in the data active = inhibition above about 21%;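 note: UHRF1 SRA domain binding a hemimethylated CpG hairpin DNA probe; 0% = median of test compound wells and 100% = reference inhibitor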
# MBD2 inh: inhibitors of MBD2 binding to methylated DNA, primary screen, biochemical, TR-FRET, DNA-binding domain, human | Methyl-CpG-binding domain protein 2 (Homo sapiens), Q9UBB5 | MBD2 binding to methylated oligonucleotide | inhibition, % at 4.4 µM | hit rate 0.31% among 370,000 | AID 686964, 2013; in the data active = inhibition above about 13%
# * marks the source's active call; other numbers are inactive results. Compounds as they come (roughly 4.6% active in at least one column).
SMILES,TDP2 absorb,TCR-CD3 inh,proKLK7 act,Tn6 DDE FP,SIAE inh,Tn7 DDE FP,PRMT1 FP inh,LEDGF integ inh,UHRF1 binding,MBD2 inh
Cc1ccc(S(=O)(=O)NCc2ccccc2)s1,-10,-5,-0.3,2,5,7,-2,6,-3,-6
CSc1ccccc1NC(=O)C(=O)c1c[nH]c2ccccc12,-1,0,-1.2,-4,-29,-4,3,2,1,5
CN1CCC/C1=C1/C(=O)N(c2ccccc2)N=C1NC(=O)Nc1cccc(Cl)c1,9,1,0.4,-1,4,6,1,2,-8,-4
COc1ccccc1[C@@H]1C(c2ccccc2)=NN(c2ccc(Br)cc2)[C@H]1C(=O)N1CCOC1=O,0,1,-48,4,-6,-10,-3,2,0,-7
Nc1nonc1-n1nnc(C(=O)N/N=C/c2ccncc2)c1-c1ccccc1,10,4,-0.3,2,-5,1,3,1,-2,-4
O=C(COC(=O)c1ccc(S(=O)(=O)N2CCCC2)cc1)Nc1cccc(Cl)c1,-2,1,-0.1,-3,1,-2,-1,-1,-3,-1
COc1ccc(Cc2nnc(SCC(=O)N3CCN(c4ccccc4)CC3)o2)cc1,-7,-3,0.4,0,5,-3,3,4,-1,2
COc1cc(CN2CCN(C(=O)c3cccc4ccccc34)CC2)cc(OC)c1OC,6,4,1.2,1,4,-5,0,-1,0,-1
COC(=O)c1ccc(C)cc1C1CN=NC12Cc1cc(C)ccc1C2=O (centres undefined),6,0,-0.2,-7,-4,1,7,5,-6,-2
CC(C)OC(=O)Nc1ccc(-c2ccc(NC(=O)OC(C)C)cc2Cl)c(Cl)c1,14,-3,-0.1,-3,-6,-4,1,-5,4,1
Cc1ccc2c(Cl)cc(Cl)c(OCC(=O)NCCc3ccccn3)c2n1,-2,1,-1.0,4,3,1,7,-4,-4,-3
O=C(O)Cc1ccc(N=Cc2c(O)ccc3ccccc23)cc1,14,0,0.1,-1,0,-3,4,0,-9,-1
Cc1cc(C(c2cc(C)c(N)c(C)c2)c2ccco2)cc(C)c1N,6,-1,-0.4,3,7,4,3,-3,6,6
Cc1ccc(-c2cc(C(=O)Nc3ccncc3)c3ccccc3n2)cc1,12,6,-0.4,1,-3,3,-3,0,-1,2
Cc1ccc(NC(=O)CSCC(=O)N(C)Cc2ccc(Cl)c(Cl)c2)cc1,-4,2,-0.1,4,-5,2,-1,1,7,1
Nc1c(C(=O)Nc2ccc(Cl)c(Cl)c2)sc2nc(-c3cccnc3)ccc12,-2,-10,-0.1,-6,-10,2,26*,3,5,9
CCCNC(=O)c1cn(CC)c2cc(N3CCN(C)CC3)c(F)cc2c1=O,-1,7,3.7,7,-1,3,-3,0,2,2
O=C(N/N=C/c1ccncc1)c1ccccn1,-19,-4,0.1,1,-6,-5,11,-2,1,0
Cn1ccnc1Sc1cc(NCCCO)c([N+](=O)[O-])c2nonc12,-2,1,-0.2,0,2,3,42*,-4,-10,-6
O=C(Nc1nc(-c2ccccn2)cs1)c1cc(S(=O)(=O)N2CCOCC2)ccc1F,-14,3,0.2,3,-7,8,2,-3,-3,0
CCOC(=O)c1sc(N)nc1C(C)(C)C,1,4,-0.4,-7,-3,-5,1,0,-1,0
O=C(Nc1ccccc1N1CCCC1)c1ccc(Cl)cc1Cl,-13,1,0.0,16*,1,4,0,-1,-1,0
CC1=C(C(=O)N2CCOCC2)C(c2ccccc2F)C2=C(CC(C)(C)CC2=O)N1 (centres undefined),-5,1,9.4,-5,3,-3,3,0,-2,-5
COc1ccc(OC)c(NC(=O)Cn2cnc3c(cnn3-c3ccccc3)c2=O)c1,-5,-1,0.4,1,0,-3,0,4,2,-2
COc1ccc(CNC(=O)C2CCN(S(=O)(=O)c3ccc4c(c3)NC(=O)CO4)CC2)cc1,-4,-7,0.1,-3,-10,-4,1,1,1,3
# (listing goes on)
SMILES,TDP2 absorb,TCR-CD3 inh,proKLK7 act,Tn6 DDE FP,SIAE inh,Tn7 DDE FP,PRMT1 FP inh,LEDGF integ inh,UHRF1 binding,MBD2 inh
COC(=O)c1ccc(OC(=O)CS(=O)c2ccccc2[N+](=O)[O-])cc1 (centres undefined),-3,-7,-0.6,6,1,-5,-2,0,62*,-3
N/C(CCN1CCCCC1)=N/O,8,-6,0.1,-4,-4,1,0,3,0,-1
COC(=O)c1ccccc1NC(=O)C1CCN(C(=O)Cc2ccccc2)CC1,-2,-1,0.1,-2,4,-1,5,-4,3,3
Cc1[nH]c2ccccc2c1C(=O)CN1CCC(C(N)=O)(N2CCCCC2)CC1,8,-2,0.1,-4,-1,-2,0,1,1,1
CCOC(=O)c1ccc(N2C(=O)CC(SCC(=O)Nc3ccc(S(N)(=O)=O)cc3)C2=O)cc1 (centres undefined),0,-1,-0.2,0,-6,-6,82*,-1,-7,1
COc1cccc(-c2nc(CS(=O)(=O)CC(=O)N3CCOCC3)c(C)o2)c1,-11,-6,-0.1,-4,-14,-4,3,-3,1,5
COc1ccccc1NC(=O)CN1C(=O)COc2ccc(S(=O)(=O)N3CCCCCC3)cc21,3,-1,0.9,3,-2,1,-2,1,-1,2
Cc1ccc(C(=O)COC(=O)c2c(C)cc(=O)oc2C)cc1[N+](=O)[O-],-17,5,0.1,8,-2,7,-3,2,2,-2
Cc1sc2ncnc(Oc3ccc(-n4ccnc4)cc3)c2c1C,-5,-2,0.1,-2,-5,4,2,-2,-2,2
COc1cc(OC)cc(C(=O)N[C@H](C(=O)NCCc2ccc(S(N)(=O)=O)cc2)C(C)C)c1,0,-8,0.0,11,11,2,20,-1,2,2
O=C(O)c1cccc(N/N=C/c2ccc(OC(F)(F)F)cc2)c1,6,-13,0.9,0,5,0,3,0,1,3
CCN(CC)c1ccc(-c2n[nH]c(=S)n2-c2ccccc2)cc1,-12,7,10,3,7,-2,10,2,0,0
O=C(NC1CCCCC1)C1c2ccccc2OCC(=O)N1CCc1ccccc1 (centres undefined),4,3,-0.2,-5,0,3,-2,1,0,1
O=C(NCCC1CCCCN1S(=O)(=O)c1ccccc1)C(=O)NC1CCCC1 (centres undefined),-7,-5,-0.7,2,0,2,4,7,7,8
Cc1ccc(S(=O)(=O)N2CC3CCCC2C3)cc1 (centres undefined),-6,-4,0.5,-11,1,-4,3,-2,4,-2
C=CCNC(=S)NNC(=O)c1cccn(Cc2ccc(Cl)c(Cl)c2)c1=O,8,15,22*,9,1,-2,0,1,-1,2
COC(=O)c1c(C)[nH]c(C(=O)COC(=O)Cc2ccc3c(c2)OCCO3)c1C,-12,0,-0.3,2,0,-5,-2,3,2,1
NS(=O)(=O)c1ccc(CNC(=O)c2ccc(NS(=O)(=O)c3ccc4[nH]c(=O)[nH]c4c3)cc2)cc1,-4,3,0.1,-6,-7,10,-5,-1,0,5
COCC(C)n1c(COc2ccccc2F)nnc1SCc1c(C)noc1C (centres undefined),8,-4,-0.3,0,3,-7,2,2,-2,0
CCOc1c2ccc(C(=O)NCc3ccc(OC(F)(F)F)cc3)cc2nn1C,4,-7,-11,-5,4,2,1,0,0,3
CCOC(=O)N1CCN(S(=O)(=O)c2ccc(OC)c(Cl)c2)CC1,-9,-5,-4.2,-5,-2,4,0,-2,0,-1
Cc1cc(C)n2c(Nc3ccc4c(c3)OCCO4)c(-c3cc4ccccc4o3)nc2n1,-2,-9,-27,0,11,0,3,-2,3,-1
CCCNC(=O)c1ccc(N2CCC3(CC2)CC(c2ccccc2)=NO3)c([N+](=O)[O-])c1,4,0,-1.0,1,5,4,-1,1,-1,-5
CCc1nn(C(CC)C(=O)NCCc2ccc(OC)cc2OC)c(=O)c2cc3occc3n12 (centres undefined),-1,-5,0.8,-5,-2,-1,3,-1,0,2
Cc1cc(/C=N/NC(=O)C(O)(c2ccccc2)c2ccccc2)c(C)n1-c1ccc(C(=O)O)cc1,-18,6,-1.2,-7,-4,-2,0,5,0,4
# Following part.
SMILES,TDP2 absorb,TCR-CD3 inh,proKLK7 act,Tn6 DDE FP,SIAE inh,Tn7 DDE FP,PRMT1 FP inh,LEDGF integ inh,UHRF1 binding,MBD2 inh
Cc1ccc(-c2nc(S(=O)(=O)c3ccc(C)cc3)c(SCC(=O)NCC3CCCO3)o2)cc1 (centres undefined),3,0,-0.2,-2,-5,-6,1,4,1,4
O=C(CN(C(=O)c1csnn1)c1ccc(Cl)cc1)NCCc1ccccc1,-3,-1,-0.2,-1,4,-4,-3,5,0,-4
CCOC(=O)C(=O)Nc1cc(C)on1,45*,5,-0.9,0,1,-6,-3,8,22*,7
COc1ccc(/C=N/n2cnn(Cc3ccccc3Cl)c2=S)cc1OC,6,0,-0.1,3,0,6,1,-2,0,-4
CC(=O)/C(=N/Nc1ccccc1C)N1CCOCC1,5,1,0.0,3,4,-2,3,0,-1,-1
O=C(NCC(=O)N(c1ccc(Cl)cc1)C(C(=O)NC1CCCC1)c1cccnc1)c1ccco1 (centres undefined),2,-3,0.3,-6,-2,1,4,-10,0,2
C/C(=N\OC(=O)c1ccc(C)cc1)c1sc(C)nc1C,-13,-1,0.3,-1,-3,5,-1,-2,4,-5
O=C(CCNS(=O)(=O)c1ccc(Br)s1)NCc1ccccc1Cl,3,-4,-0.2,5,0,0,4,-1,1,3
Cc1ccccc1/C=N/n1c(-c2ccccn2)n[nH]c1=S,0,-10,-0.2,5,1,5,4,-2,-2,4
COc1cc(C(=O)N/N=C/c2ccsc2C)cc(OC)c1OC,5,-1,0.0,3,-2,1,-1,-1,-5,-2
CC(=O)Nc1ccc(-c2ccnc3c2CC(C(=O)Nc2ccccc2)O3)cc1 (centres undefined),8,-12,-0.1,5,4,2,2,0,1,6
COc1cccc(N=Nc2ccc(O)c3ncccc23)c1,-20,0,-0.2,-4,8,-7,-11,7,-15,0
Cc1cc(C(=O)Nc2ccc(Br)cn2)sc1C,1,3,0.6,-5,-6,1,-2,4,-2,-8
COCCCn1c(SCC(=O)N2CC(=O)Nc3ccccc32)nnc1-c1ccoc1C,11,-4,0.7,-1,1,-6,0,4,0,1
Cc1ccccc1OC(=O)CCC(=O)OCCCC(F)(F)C(F)(F)F,2,8,0.3,-4,7,0,-1,-2,11,2

# Source: PubChem BioAssay
